# Bioassay records: PubChem BioAssay, several laboratories
# IL1B cytotox: toxic to HUVEC cells under IL-1B stimulation. cell count reduction, % at 2 µM. hit rate 0.41% among 94,000. HUVEC cell count loss, Hoechst imaging, IL-1B stimulated;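 active = cell count reduction more than 3 SD above the screen-wide mean, cut at about 70% in these data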;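 note: normalized per plate to untreated control cells as the no-loss baseline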
# sEH act: increases human soluble epoxide hydrolase activity; purified human sEH enzymatic activity, activator screen; activation, % at 2 µM; hit rate 0.04% among 91,000; in the data active = activation above about 37%; note: values of inactives mirror those of a sister screen read the other way
# Target sequence (P34913 whole entry, looked up): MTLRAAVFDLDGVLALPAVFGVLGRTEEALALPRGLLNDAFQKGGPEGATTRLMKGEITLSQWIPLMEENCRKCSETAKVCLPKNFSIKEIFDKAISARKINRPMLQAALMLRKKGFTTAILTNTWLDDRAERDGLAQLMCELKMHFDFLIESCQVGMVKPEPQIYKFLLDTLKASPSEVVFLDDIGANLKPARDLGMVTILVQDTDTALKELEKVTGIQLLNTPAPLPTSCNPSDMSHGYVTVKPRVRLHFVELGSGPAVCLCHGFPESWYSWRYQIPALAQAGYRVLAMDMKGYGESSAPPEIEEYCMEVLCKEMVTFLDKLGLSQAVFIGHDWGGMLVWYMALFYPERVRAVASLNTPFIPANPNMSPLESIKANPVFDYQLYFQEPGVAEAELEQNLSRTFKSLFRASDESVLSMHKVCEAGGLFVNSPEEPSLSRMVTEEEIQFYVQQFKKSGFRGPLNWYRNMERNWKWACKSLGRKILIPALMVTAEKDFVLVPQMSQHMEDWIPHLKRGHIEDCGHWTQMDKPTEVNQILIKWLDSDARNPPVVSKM
# VCAM1 TNFa inh: reduces TNF alpha induced VCAM1 expression in HUVEC; HUVEC TNFa-induced VCAM-1 immunofluorescence, high-content imaging; inhibition, % at 2 µM; hit rate 0.48% among 95,000; AID 802;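 active = inhibition above the batch mean plus 3 SD, with images confirmed as a hit by eye, cut at about 37% in these data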;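 note: 0% = TNF-stimulated DMSO wells and 100% = unstimulated control wells; not every result past the cut was called active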
# ERb SRC1 inh: ER-beta (human) coactivator binding inhibition; Q92731; TR-FRET ER-beta LBD / SRC1-Cy5 peptide binding; receptor agonist-loaded with 1 µM estradiol; hit rate 1.3% among 86,000; inhibition, % at 25.6 µM;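 active = compounds whose percent inhibition of the receptor-coactivator binding signal exceeds about 50% in the single-dose screen, limit read from the data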;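 note: 0% = receptor plus peptide wells without compound and 100% = peptide-only wells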
# Target sequence (Q92731 whole entry, looked up, the tested form may be a part): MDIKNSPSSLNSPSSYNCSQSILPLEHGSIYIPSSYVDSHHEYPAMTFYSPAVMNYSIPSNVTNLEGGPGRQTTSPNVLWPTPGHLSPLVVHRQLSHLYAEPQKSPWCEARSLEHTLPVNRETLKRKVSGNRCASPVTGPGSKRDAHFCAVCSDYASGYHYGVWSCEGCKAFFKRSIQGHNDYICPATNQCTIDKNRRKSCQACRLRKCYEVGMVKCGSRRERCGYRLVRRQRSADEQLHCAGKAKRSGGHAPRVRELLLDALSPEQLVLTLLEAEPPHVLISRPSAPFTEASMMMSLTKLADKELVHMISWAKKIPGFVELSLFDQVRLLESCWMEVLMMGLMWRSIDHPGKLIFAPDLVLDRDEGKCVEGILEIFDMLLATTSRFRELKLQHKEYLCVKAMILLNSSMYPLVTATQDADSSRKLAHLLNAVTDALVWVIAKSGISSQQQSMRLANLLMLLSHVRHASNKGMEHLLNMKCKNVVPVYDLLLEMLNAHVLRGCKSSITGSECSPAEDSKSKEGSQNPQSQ
# Smad3 inh: Smad3 (human) transcription factor binding inhibition. P84022. TR-FRET Smad3/Dy647-FoxH1 peptide binding, europium anti-His. inhibition, % at 25 µM. hit rate 0.29% among 88,000. AID 630;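 active = compounds that reduce the energy-transfer binding signal between the protein and its labelled peptide by more than half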;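 note: 0% = Smad3 plus labelled peptide maximal FRET and 100% = peptide-only background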
# HUVEC tox TNFa: toxic to HUVEC cells under TNF alpha stimulation; HUVEC TNFalpha-stimulated, Hoechst cell count, imaging; cell count reduction, % at 2 µM; hit rate 0.17% among 93,000;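 active = cell count reduction exceeding the screen mean by over 5 SD, scaled to untreated wells per plate, cut at about 78% in these data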;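 note: cells counted after 24 h of TNF alpha exposure following the 1 h pretreatment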
# F-actin modifier: cytoskeleton assembly modification; AID 836; hit rate 0.18% among 91,000; inhibition, % at 2 µM; HUVEC TNFa F-actin phalloidin imaging, high content;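 active = inhibition above the batch mean plus 3 SD and confirmed as a hit by visual image inspection, cut at about 30% in these data, passing the limit was not always enough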; note: strong numbers were not always called active
# Candida biofilm: kills Candida albicans biofilms; inhibition, % at 6 µM; C. albicans biofilm + clotrimazole, Alamar Blue; hit rate 0.14% among 85,000;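 active = inhibition above 20%; inactive = inhibition below 20%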;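 note: preformed 24 hr biofilms exposed to compound for 48 hr; 0% = biofilm without compound and 100% = blank killed by clotrimazole plus chlorhexidine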
# sEH inhibitor: blocks human soluble epoxide hydrolase activity; P34913; recombinant human sEH enzymatic activity assay; inhibition, % at 2 µM; hit rate 0.34% among 91,000; AID 707; in the data active = inhibition above about 80%; note: values of inactives mirror those of a sister screen read the other way; many of its hits are not listed in these tables
# An asterisk follows results filed as active; . = no result given; [ ] = remark or other dose. Not all compounds are listed; the hit share may differ from the screen's.
cpd	Structure	IL1B cytotox	sEH act	VCAM1 TNFa inh	ERb SRC1 inh	Smad3 inh	HUVEC tox TNFa	F-actin modifier	Candida biofilm	sEH inhibitor
1	O=C(Nc1nc(-c2ccccn2)cs1)c1ncc(Cl)c(Cl)c1Cl	5	13	25	7	-5	41	7	4	-15
2	Cc1oc(-c2ccccc2)nc1C(=O)OCC(=O)NC(=O)NCC(C)C	5	.	-5	10	-11	-9	-6	5	.
3	Cc1c(NC(=O)CSc2nnc(COc3ccccc3)n2-c2ccccc2)c(=O)n(-c2ccccc2)n1C	-15	-11	2	.	.	-17	8	.	9
4	CCN1c2ccccc2-c2nc3ccccc3n2C1c1ccccn1 (stereo unspecified)	0	12	-9	2	1	-17	-16	.	-12
5	Cc1ccc(N2CC(C(=O)Nc3ccccn3)CC2=O)cc1 (stereo unspecified)	.	0	4	63*[fluorescence artefact?]	-12	0	-14	-2	0
6	CCOC(=O)C1CCN(CCC(=O)Nc2ccccc2Cl)CC1	4	10	9	-7	4	-6	-18	8	-4
7	O=C(Nc1ccc(Br)cc1)c1cccc(NC(=O)C2C3CC4OC(=O)C2C4C3)c1 (stereo unspecified)	-9	-68	7	4[fluorescence artefact?]	14	-23	16	7	68
8	Cc1ccccc1-n1c(SCc2cc(=O)n3ccccc3n2)nc2[nH]ncc2c1=O	16	-9	2	-3[fluorescence artefact?]	6	-1	-9	9	10
9	COc1cccc(C2C(C(=O)c3sc(C)nc3C)=C(O)C(=O)N2CCN2CCOCC2)c1 (stereo unspecified)	-8	4	1	-9[fluorescence artefact?]	5	1	3	1	-5
10	CCOC(=O)C1CCN(S(=O)(=O)c2cc(Cl)c(C)cc2OC)CC1	-7	-1	6	-2	3[fluorescence artefact?]	-19	-8	5	6
11	CC1=NN(c2ccccc2)C(=O)C1N=Nc1ccc(N)cc1 (stereo unspecified)	-19	-19	12	.	.	-6	-10	.	18
12	CCCc1cc(=O)n2[nH]c(NCc3c(Cl)cccc3Cl)nc2n1	.	.	20	4[fluorescence artefact?]	-13	52	4	3	.
13	Cn1c(=O)c2cn(-c3ccccc3)cc2n(C)c1=O	-22	0	-3	-7	6	-26	18	8	-1
14	Cc1ccc(C(=O)N/C(=C\c2cccs2)C(=O)N2CCCCCC2)cc1	-19	0	-8	0	-9	-4	10	5	0
15	COCCNC(=O)c1c(N)n(-c2cccc(C)c2)c2nc3ccccc3nc12	1	7	0	9	4	-17	7	1	-8
16	Cc1c(Cl)cccc1N1CC(C(=O)Nc2nccs2)CC1=O (stereo unspecified)	-9	.	-18	6[fluorescence artefact?]	-9	-51	29	3	.
17	Cc1ccc(OC(=O)c2cccc(C(=O)Oc3ccc(C)cc3)n2)cc1	35	14	-7	-14	8	-6	1	0	-10
18	CCN(CC)S(=O)(=O)c1ccc(NC(=O)Cn2cnc3ccccc3c2=O)cc1	15	-18	-4	2	-22	-7	2	-1	18
19	C=CCn1c(COc2ccc(Cl)cc2)nnc1SCC(=O)N1CC(=O)Nc2ccccc21	-4	5	.	-3	-4	.	.	7	-6
20	FC(F)(F)c1nc(Oc2ccccc2)c2ccccc2n1	-29	2	-5	.	.	-12	-4	.	0
21	Cc1ccc(Nc2c(N)c(=O)oc3ccccc23)cc1	-5	-4	-6	-6	12	-7	-34	9	7
22	O=c1oc2c(CN3CCOCC3)c(O)ccc2c2c1CCC2	-15	.	14	35	2	-52	-5	3	.
23	Cc1nc(CS(=O)c2ccc(Cl)cc2)cc(NCc2ccc(Cl)cc2Cl)n1 (stereo unspecified)	4	12	-12	-47	9	-19	.	4	-13
24	COc1ccc(OC)c(C2Nc3nc4ccccc4n3C(C)=C2C(=O)Nc2ccc(C)cc2C)c1 (stereo unspecified)	-8	-3	-1	-10	-6	-14	-2	2	5
25	O=C(c1cnn2c(C(F)F)cc(-c3ccccc3)nc12)N1CCOCC1	-14	2	23	.	.	3	-40	.	-4
26	CC(C)(NO)/C(=N\O)c1ccccc1	1	8	0	-6	0	-6	6	6	-5
27	Cc1cc(NC(=O)CCSc2nc(-c3ccco3)cc(C(F)(F)F)n2)n(-c2ccccc2)n1	-39	-2	-4	-17	4	.	3	5	6
28	CCN1C(=O)C2(C(C#N)=C(N)Oc3cc(C)oc(=O)c32)c2ccccc21 (stereo unspecified)	11	9	13	13	-8	2	-4	11	-8
29	CCC(C)(C)NC(=O)CN(C(=O)c1snc(C(N)=O)c1N)c1ccc2c(c1)OCO2	-46	-79	3	16	2	0	2	4	80
30	CC(C)(C)CC(=O)OCC(=O)Nc1cc(C(C)(C)C)nn1-c1ccccc1	-5	-9	2	.	.	-15	-16	.	9
31	COc1cc(OC)cc(C(=O)N2CCN(c3ncccn3)CC2)c1	18	-7	10	-6	0	-20	.	7	8
32	CC1=C(C(=O)OC(C)C)C(c2ccccn2)n2ncnc2N1 (stereo unspecified)	-18	6	12	-13	-1	-22	8	-4	-6
33	O=C(NCc1ccc(Cl)cc1)c1ccc(Br)o1	-8	-12	12	.	.	-13	7	.	14
34	O=C(O)c1ccccc1C(=O)NCc1ccccc1	-38	-3	7	2	-1	-26	13	4	4
35	CCNc1nc(NCC)nc(C(=O)OCCO)n1	1	.	-4	-8[fluorescence artefact?]	-4	-32	-6	-1	.
36	CCOC(=O)C1CCN(C(=O)c2cccnc2Cl)CC1	-1	12	11	-4	-9	-7	30	1	-14
37	Cc1ccc(/C=C/c2nnc(-c3ccccc3)o2)cc1	.	6	-8	.	.	-4	-1	.	-6
38	CC(=O)Oc1cccc(/C=c2\sc3nc(-c4ccco4)nn3c2=O)c1	-8	15	-13	20	6	3	-12	3	-12
39	CCC(CC)c1nnc(NC(=O)c2cccc(S(=O)(=O)N3CCc4ccccc43)c2)s1	-24	-9	18	-3	0	4	-15	5	9
40	O=C(CSc1nnnn1-c1ccc2c(c1)OCCO2)Nc1nc2c(s1)CCCC2	21	-25	0	-1[fluorescence artefact?]	3[fluorescence artefact?]	-24	-7	5	24
41	COc1ccccc1N1CCN(C(=O)CCCn2c(=O)[nH]c3ccsc3c2=O)CC1	-22	3	13	.	.	-32	-15	.	-3
42	O=C1C2C3C=CC(C3)C2C(=O)N1CNc1ccccn1 (stereo unspecified)	20	9	-5	-2[fluorescence artefact?]	0	-27	-2	6	-11
43	Cc1cc(=O)oc(C)c1C(=O)Nc1cnc2ccccc2c1	-40	7	1	13[fluorescence artefact?]	14	-35	1	6	-8
44	COc1cccc(C(=O)Nc2cc(C)ccc2NC(=O)COc2ccccc2)c1	31	17	-7	.	.	-26	-10	.	-19
45	Nc1cc(=O)[nH]c(SCC(=O)Nc2ccc(Cl)c(Cl)c2)n1	3	-4	16	.	.	-25	-4	.	2
46	CCn1c(=O)n(CC)c2cc(S(N)(=O)=O)ccc21	-8	7	-3	-1[fluorescence artefact?]	3	-16	13	9	-4
47	COc1ccc(C2Nc3ccccc3C(=O)N2Cc2ccco2)cc1COc1ccccc1F (stereo unspecified)	-18	4	-5	3	-5	-6	-21	7	-2
48	N#CC(C(=O)NC1CCCCC1)c1nc2ccccc2nc1N1CCN(c2ccc(F)cc2)CC1 (stereo unspecified)	8	9	5	7[fluorescence artefact?]	26[fluorescence artefact?]	21	45	3	-7
49	COc1ccc(-c2nnc(SCc3cccc(C)c3)n2N)cc1	29	-3	5	-5	29	-5	-8	6	3
50	CC/C(CC(C)(C)c1ccccc1)=N\O	-10	-4	9	-9	9[fluorescence artefact?]	-11	6	1	2
51	Cc1ccc(COc2coc(CO)cc2=O)cc1	-10	9	-2	.	.	-27	8	.	-10
52	N#CCSc1nc(Nc2ccc3c(c2)OCO3)c2ccccc2n1	5	8	0	0	-4	-23	10	5	-12
53	N#Cc1cn(-c2ccccc2)nc1C(=O)c1ccccc1	7	-6	31	.	.	6	-21	.	8
54	Cc1cccc(C(=O)c2cnc3ccccc3c2-c2ccccc2)c1	19	8	8	.	.	-12	-6	.	-5
55	CC1CCC2(CC1)Nc1ccccc1C(=O)N2c1ccccc1 (stereo unspecified)	-8	-14	8	0	-8	-26	-12	-1	9
56	CC1N(C)c2cc(NC(=O)c3ccco3)ccc2C1(C)C (stereo unspecified)	-3	0	8	-1	9	-25	4	6	0
57	CC(C)C(=O)N1CCN(c2ccc(NC(=O)c3ccc(Br)o3)cc2)CC1	-15	-11	-32	1	0	-23	15	5	13
58	CCN(CC)CCOC(=O)c1ccc(NC(=O)COc2cc(=O)n(CC)c3ccccc23)cc1	8	-35	2	3[fluorescence artefact?]	4	-7	2	4	34
59	COc1ccc(Cl)cc1-n1c(C)cc(C=O)c1C	-109	-4	-5	-2	3	-18	-13	0	3
60	CCOc1cc(CNC(C)C)c(Cl)cc1OCC(=O)NCCc1ccccc1	-13	-10	-33	.	.	8	11	.	11

# An excerpt from above in order of the sEH inhibitor value, rising.
cpd | SMILES | sEH act | VCAM1 TNFa inh | ERb SRC1 inh | Smad3 inh | F-actin modifier | sEH inhibitor
41 | COc1ccccc1N1CCN(C(=O)CCCn2c(=O)[nH]c3ccsc3c2=O)CC1 | 3 | 13 | . | . | -15 | -3
3 | Cc1c(NC(=O)CSc2nnc(COc3ccccc3)n2-c2ccccc2)c(=O)n(-c2ccccc2)n1C | -11 | 2 | . | . | 8 | 9
40 | O=C(CSc1nnnn1-c1ccc2c(c1)OCCO2)Nc1nc2c(s1)CCCC2 | -25 | 0 | -1[fluorescence artefact?] | 3[fluorescence artefact?] | -7 | 24

# Results in sEH inhibitor, for some of the entries so far:
entry | compound | sEH inhibitor
32 | CC1=C(C(=O)OC(C)C)C(c2ccccn2)n2ncnc2N1 (stereo unspecified) | -6
33 | O=C(NCc1ccc(Cl)cc1)c1ccc(Br)o1 | 14
34 | O=C(O)c1ccccc1C(=O)NCc1ccccc1 | 4

# More entries follow:
cpd	Structure	IL1B cytotox	sEH act	VCAM1 TNFa inh	ERb SRC1 inh	Smad3 inh	HUVEC tox TNFa	F-actin modifier	Candida biofilm	sEH inhibitor
61	Cc1cccc2cc(CN(Cc3cccnc3)C(=O)c3ccccc3F)c(Cl)nc12	7	6	-4	.	.	-27	-21	.	-6
62	CC1=C(C)/C(=N\OC(=O)/C=C/c2ccccc2)C=CC1=O	-8	-3	7	.	.	-12	-4	.	2
63	COC(=O)c1ccc(C2C(Oc3ccc(OC)cc3)C(=O)N2CCc2ccc(F)cc2)cc1 (stereo unspecified)	-2	-14	-21	.	.	-35	10	.	17
64	CC1(C)Oc2ccc(C(=O)NC3CCCC3)cc2N(CC(=O)NC2CCCCC2)C1=O	-17	.	-30	2[fluorescence artefact?]	8	-16	3	6	.
65	CC1=Nc2ccc(C)cc2N(Cc2ccccc2)C(=O)C1	4	13	4	-6	-7	1	-6	9	-14
66	COc1ccccc1C(c1nnnn1CC1CCCO1)N1CCC(C(N)=O)CC1 (stereo unspecified)	-31	16	0	-12	11[fluorescence artefact?]	-34	16	6	-9
67	Cc1ccc(C(=O)CSc2nnnn2C(C)C)c(C)c1	3	-5	1	-8	-8	25	-29	5	8
68	COc1cc(NC(=O)C2CCCCC2)c(OC)cc1NC(=O)CN1CCCCC1	2	17	-6	-7	5	2	-22	3	-18
69	Cc1ccc2c(c1)N(CC(=O)N(Cc1ccccn1)Cc1ccco1)C(=O)C(C(C)C)O2 (stereo unspecified)	9	-5	-3	2	-5	-16	-9	2	8
70	O=C(c1ccc(CS(=O)(=O)c2c(Cl)cccc2Cl)o1)N1CCN(c2ccccn2)CC1	22	2	-6	-4	6	-2	7	2	0
71	COc1ccc(CC(=O)Nc2cccc(-c3nnc(-c4ccccc4)o3)c2)cc1OC	-31	-6	-11	17	6	-3	-10	8	7
72	CCOC(=O)c1cc(CNC(=O)c2c(C)oc3c2CCCC3)c(C)o1	-34	-3	3	3	6	-34	22	10	1
73	COC(=O)c1ccc(C(=O)OC)c(NC(=O)COc2ccccc2OC)c1	-34	-6	4	-8	3	.	-2	2	8
74	Nc1ncc(Br)cc1S(=O)(=O)NCCC(=O)Nc1cccc(Cl)c1	1	-16	11	.	.	-13	-10	.	14
75	COc1ccc(OC)c(S(=O)(=O)NC2CCCCC2)c1	-11	-10	2	1	7	-16	11	3	8
